Bioassay records: PubChem BioAssay, several laboratories
C-LANA FP = inhibitors of KSHV C-LANA binding to DNA, primary screen, biochemical, fluorescence polarization, FAM-LBS DNA, MBP-C-LANA, single point. Kaposi's sarcoma herpesvirus LANA C-terminal domain (residues 932-1162) DNA binding. inhibition, % at 9 µM. 340,000 compounds, 0.078% hits;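 active = highest replicate inhibition at or above 60% at 9 µM, even if other replicates fall short; inactive = all replicates below 60% inhibition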;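 also: 0% = neutral control wells and 100% = 4 µM acridine orange control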
Wnt act = Wnt/beta-catenin pathway activators, primary screen, cell-based, plate reader, single point; 300,000 compounds, 1.2% hits; activation, % at 9.35 µM; Wnt/beta-catenin reporter cell assay, activator; AID 743398, 2014; in the data active = activation above about 30%, passing the limit was not always enough;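 also: 0% = neutral control wells and 100% = positive control wells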
Pemphigus Ab inh = inhibitors of pemphigus antibody binding to DSG3, primary screen, biochemical, bead-based, flow cytometry, scFv-GFP; 310,000 compounds, 0.48% hits; DSG3-coupled beads, scFv-anti-DSG3-GFP binding; hits give low values; binding (percent of control), % at 10 µM; Desmoglein-3 (Homo sapiens), P32926;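 active = binding more than 3 SD below its plate's average and above zero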;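 also: hits lower antibody fragment binding to DSG3; some compounds called inactive have numbers as strong as hits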
Target sequence (P32926 whole entry, looked up, the tested form may be a part): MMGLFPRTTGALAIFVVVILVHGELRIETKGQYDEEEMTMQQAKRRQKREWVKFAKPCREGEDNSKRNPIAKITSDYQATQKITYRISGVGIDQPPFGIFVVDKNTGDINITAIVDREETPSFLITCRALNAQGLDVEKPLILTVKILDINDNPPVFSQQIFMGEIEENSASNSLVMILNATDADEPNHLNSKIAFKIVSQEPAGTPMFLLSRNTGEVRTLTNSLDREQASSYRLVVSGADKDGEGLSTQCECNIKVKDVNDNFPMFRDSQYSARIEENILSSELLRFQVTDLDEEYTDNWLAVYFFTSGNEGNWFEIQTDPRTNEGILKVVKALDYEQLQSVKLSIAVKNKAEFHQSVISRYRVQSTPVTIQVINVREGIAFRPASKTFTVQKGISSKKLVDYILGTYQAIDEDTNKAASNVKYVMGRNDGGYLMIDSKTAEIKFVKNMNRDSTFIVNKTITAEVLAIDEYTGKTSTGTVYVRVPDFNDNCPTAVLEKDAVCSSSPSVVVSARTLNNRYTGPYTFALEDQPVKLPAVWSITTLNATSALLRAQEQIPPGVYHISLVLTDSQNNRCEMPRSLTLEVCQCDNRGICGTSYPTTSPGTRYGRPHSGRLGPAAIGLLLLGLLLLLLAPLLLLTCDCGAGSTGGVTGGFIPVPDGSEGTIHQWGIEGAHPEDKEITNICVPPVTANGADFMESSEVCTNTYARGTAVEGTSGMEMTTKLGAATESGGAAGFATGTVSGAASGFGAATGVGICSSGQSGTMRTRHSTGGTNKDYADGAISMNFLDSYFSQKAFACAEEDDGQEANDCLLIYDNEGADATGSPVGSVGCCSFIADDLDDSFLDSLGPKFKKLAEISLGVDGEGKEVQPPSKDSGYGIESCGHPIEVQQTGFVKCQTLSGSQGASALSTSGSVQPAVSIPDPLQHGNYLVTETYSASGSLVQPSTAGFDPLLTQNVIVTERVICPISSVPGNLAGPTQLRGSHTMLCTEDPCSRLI
RTF Ca sens act = cardiac RTF calcium sensitivity activators, primary screen, biochemical, IANBD-TnC fluorescence, EC20 calcium; Troponin I, cardiac muscle (Homo sapiens) + Troponin T, cardiac muscle (Homo sapiens) + …; IANBD-labeled TnC RTF fluorescence at EC20 calcium; 0% EC20 calcium, 100% full calcium; activation, % at 7.2 µM; 340,000 compounds, 0.24% hits;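 active = activation above the mean over all tested compounds plus 3 SD, cut at about 30% in these data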;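 also: rise in fluorescence read as greater calcium sensitivity of cardiac thin filaments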
RTF Ca sens inh = cardiac RTF calcium sensitivity inhibitors, primary screen, biochemical, IANBD-TnC fluorescence, EC70 calcium | 340,000 compounds, 0.12% hits | Troponin I, cardiac muscle (Homo sapiens) + Troponin T, cardiac muscle (Homo sapiens) + … | AID 493244, 2011 | inhibition, % at 7.15 µM | IANBD-labeled cardiac RTF, Ca2+ fluorescence;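 active = inhibition above the mean inhibition of all tested compounds plus 3 SD, cut at about 17% in these data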;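 also: assay run at fixed EC70 calcium of 1.6 mM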
Arr AP2 block = inhibitors of beta-arrestin/AP2 binding, primary screen, biochemical, GPCR trafficking, flow cytometry | beta-arrestin 1 C-terminal peptide binding to AP2 beta2-adaptin appendage (human) | AID 504490, 2011 | FITC-arrestin peptide / GST-AP2 beads; AP2 beta2 appendage carries R879A mutation | inhibition, % at 10 µM | 340,000 compounds, 0.31% hits;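 active = inhibition above a set limit, near 3 SD of compounds lacking own fluorescence, cut at about 54% in these data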;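 also: plate controls were DMSO wells for no effect and 5 µM unlabelled arrestin peptide for full effect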
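System: GST-AP2 R879A bound to glutathione beads, E. coli-expressed. Also added: 50 nM FITC-arrestin peptide. Schedule: compound with beads 12 min RT, then probe 1 h RT. Signal: bead flow cytometry, FITC channel. Read-out basis: percent response.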
V-ATPase pH = regulators of yeast V-ATPase proton pumping, primary screen, pHLuorin cytosolic pH fluorescence | S. cerevisiae | response, % at 10 µM | 350,000 compounds, 0.37% hits | AID 504577, 2011; in the data active = response mostly above about 7.3%, no sharp cut-off; inactive = mostly below about 5.4%; also: actives read high; inactives centre near 0; some compounds called inactive have numbers as strong as hits; reference of the scale not given here
Keap1 Nrf2 FP = Keap1-Nrf2 protein-protein interaction inhibitors, primary screen, biochemical, fluorescence polarization, single point; Kelch-like ECH-associated protein 1 (Homo sapiens), Q14145; Keap1 Kelch-Nrf2 peptide fluorescence polarization, 1536-well; inhibition, % at 9.4 µM; 340,000 compounds, 0.15% hits; AID 504523, 2011; in the data active = inhibition above about 12%;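 also: human Keap1 Kelch domain with fluorescein labeled Nrf2 9mer peptide probe; 0% = neutral control wells and 100% = peptide positive control; higher means more block of Keap1 binding to Nrf2 peptide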
OPRM1-OPRD1 ag = agonists of OPRM1-OPRD1 heterodimerization, primary screen, cell-based, luminescence; AID 504326, 2011; activation, % at 9.3 µM; 340,000 compounds, 0.3% hits; cells; in the data active = activation above about 18%;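 also: 0% = vehicle-treated cells and 100% = reference agonist; values of inactives mirror those of a sister screen read the other way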
MOR-DOR inv ag = inverse agonists of MOR-DOR heterodimerization, primary screen, cell-based, luminescence. Mu-type opioid receptor (Homo sapiens) + Delta-type opioid receptor (Homo sapiens), …. cell-based MOR-DOR heterodimer luminescence, inverse agonism. inhibition, % at 9.3 µM. 340,000 compounds, 0.21% hits. AID 504357, 2011; in the data active = inhibition above about 22%, passing the limit was not always enough;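 also: 0% = cells with DMSO and 100% = wells without cells with DMSO; values of inactives mirror those of a sister screen read the other way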
* marks the source's active call; other numbers are inactive results; . = not tested or not shown.

C-LANA FP,Wnt act,Pemphigus Ab inh,RTF Ca sens act,RTF Ca sens inh,Arr AP2 block,V-ATPase pH,Keap1 Nrf2 FP,OPRM1-OPRD1 ag,MOR-DOR inv ag,smiles
0.1,1,106,-2,1,12,3,0,-2.5,11,CCCCc1cc(=O)oc2c3c(cc(OCC(=O)NCCCO)c12)OC(C)(C)CC3
1.4,1,.,3,-2,1,0,-4,-0.1,1,O=C(O)c1ccc2c(c1)N(Cc1ccccc1)C(=O)c1ccccc1S2=O (centres undefined)
-0.4,.,97,0,4,-6,-3,2,0.7,-4,COc1ccc(-c2cccc(C(=O)Nc3ccc(OC)c(OC)c3)c2)cc1
-0.7,2,104,-6,-4,8,-5,-1,0.9,-6,CC(=O)Nc1ccc(NC(=O)C(C)OC(=O)CCCN=C2NS(=O)(=O)c3ccccc32)cc1 (centres undefined)
3.1,7,103,-3,0,8,-4,1,6.2,-36,COc1cccc2sc3cc(NCc4ccc5c(c4)OCO5)ccc3c(=O)c12
1.7,.,96,-3,-32,1,-2,-3,-1.2,7,COc1ccc(OC)c(C2C(C#N)=C(N)Oc3c2c(C)nn3-c2cccc(Cl)c2)c1 (centres undefined)
0.0,-6,99,-8,8,8,0,-5,-3.6,18,O=C(CCN1C(=O)c2cccc3cccc(c23)C1=O)NCc1ccco1
0.5,1,90,3,0,-7,2,2,4.0,-21,OCC1(Cc2ccc(Cl)cc2)CCN(Cc2ccc(F)c(F)c2)CC1
-0.5,.,.,-4,1,5,-5,-3,-0.2,1,CC(C)C(c1nnnn1C1CCCCC1)N1CCc2ccccc21 (centres undefined)
-1.9,20,111,2,-4,-7,0,1,-0.9,4,Nc1nc2ccccc2cc1-c1cccs1
1.9,-1,106,1,-2,20,0,2,-2.7,13,O=C(COC(=O)CCc1nc2ccccc2s1)NCc1ccco1
-0.7,-1,117,-3,-13,-6,4,-3,0.9,-6,O=C(c1cc2c(=O)n3ccccc3nc2s1)N1CCN(Cc2ccccc2)CC1

Continued; it opens with the 2 that closed the last part.
C-LANA FP,Wnt act,Pemphigus Ab inh,RTF Ca sens act,RTF Ca sens inh,Arr AP2 block,V-ATPase pH,Keap1 Nrf2 FP,OPRM1-OPRD1 ag,MOR-DOR inv ag,smiles
1.9,-1,106,1,-2,20,0,2,-2.7,13,O=C(COC(=O)CCc1nc2ccccc2s1)NCc1ccco1
-0.7,-1,117,-3,-13,-6,4,-3,0.9,-6,O=C(c1cc2c(=O)n3ccccc3nc2s1)N1CCN(Cc2ccccc2)CC1
-2.4,-9,94,-2,-33,-7,-1,5,-0.8,6,CCOC(=O)N1CCN(C(=S)NC(=O)c2nn(C)cc2Br)CC1
1.4,-5,81,-1,-6,5,-1,-1,-0.3,2,Cc1cccc(N2CCN(C3=NC(=O)/C(=C\c4cn[nH]c4-c4ccccc4)S3)CC2)c1
2.4,0,106,8,-8,-4,1,5,0.0,0,C/C(=N\OCC(=O)Nc1cc(C)cc(C)c1)c1ccc2c(c1)OCCO2
0.4,2,91,9,-7,10,-1,0,-2.2,12,O=C(O)CSc1cccc2cccc(C(=O)O)c12
-0.2,-1,97,-2,-9,17,1,1,-1.9,12,Cc1ccc(S(=O)(=O)CCC(=O)NCCC2=CCCCC2)cc1
0.3,11,114,0,-5,-11,5,1,2.4,-20,N/C(=N\OC(=O)c1cccs1)c1cccnc1
1.1,19,110,-1,-10,13,2,-2,-2.0,11,CNC(C)C#Cc1ccc2oc3cccc(OC)c3c(=O)c2c1 (centres undefined)
0.5,3,.,-2,-3,16,1,-3,-2.1,12,CC(=O)C(C)Oc1ncn(-c2ccccc2)n1 (centres undefined)
3.0,-2,93,-11,-13,-10,-2,2,8.0,-35,O=C(NCCCn1ccnc1)C1CCN(S(=O)(=O)c2cc([N+](=O)[O-])ccc2Cl)CC1
1.3,-2,86,-9,-22,1,3,-3,4.4,-23,CC1CC(C)CN(c2oc(-c3ccco3)nc2C#N)C1 (centres undefined)
1.5,.,91,5,2,-5,4,-1,-4.2,21,Cc1cccc(-n2c3nc(=O)[nH]c(=O)c-3cc3c(C)nn(-c4ccccc4)c32)c1C
1.9,.,101,1,-3,-8,-6,0,4.0,-22,O=C(Nc1nc(-c2ccccc2)cs1)NC1CCCCC1
-1.8,.,108,0,3,7,3,-5,-0.2,1,O=C(NCCN1C(=O)CSC1=O)C1CC(=O)N(c2ccccc2)C1 (centres undefined)
-0.6,-1,99,-4,-4,-13,9,-1,-0.1,1,CCn1cnc2c1c(=O)n(Cc1cccc([N+](=O)[O-])c1)c(=O)n2Cc1ccccc1
0.9,.,95,-1,1,22,5,-4,-2.0,10,COc1ccc(C(O)c2nccn2Cc2ccccc2)cc1 (centres undefined)
0.9,-1,107,-3,2,2,1,-2,-0.7,4,Cc1cccn2cc(CNS(=O)(=O)c3ccc4ccccc4c3)nc12
1.0,9,111,6,-4,-3,8,-6,-1.8,8,CC(C)(C)c1ccc(C(=O)Nc2ncn[nH]2)cc1
0.5,1,99,4,-6,3,-2,-1,-2.9,17,Cc1ccc(-n2nnc(-c3cc4ccccc4nc3Cl)n2)cc1
-0.6,0,100,-3,6,9,-1,1,-1.3,7,COc1ccc(CNC(=O)CN(Cc2cccs2)C(=O)CCC(=O)Nc2ccccn2)cc1
0.3,-1,98,-2,3,0,0,0,-1.4,7,CN(CCc1ccccn1)C(=O)CCC1CCCN(C(=O)NC2CCCCC2)C1 (centres undefined)
-0.1,-2,108,-5,6,41,-3,1,-3.2,17,O=C(CCc1nnc2ccc(N3CCCC3)nn12)Nc1cc(F)ccc1F
0.4,-4,101,3,-6,3,0,0,1.2,-6,O=C(COC(=O)Cc1cccc(C(F)(F)F)c1)Nc1ccccc1
0.8,0,.,-4,-8,3,3,-37,-3.3,21,O=C(COC(=O)C1C2CC3OC(=O)C1C3C2)Nc1ccc(Cl)cc1 (centres undefined)
-1.3,-1,106,-3,-5,-4,-3,1,-1.9,10,CCCc1nn(C)c2c(=O)[nH]c(-c3ccccc3OCC)nc12
0.5,.,95,5,8,14,-3,0,-2.4,12,COc1ccc(-c2nnc(SC(C)C(=O)NNC(=O)c3ccc(C)cc3)o2)cc1 (centres undefined)
1.1,.,.,-1,7,11,-3,-5,0.0,0,CCN(CC)S(=O)(=O)c1cccc(C(=O)Nc2cc(C)cc(C)c2)c1
-1.6,-4,95,-1,9,3,-3,0,-3.5,18,CCOc1cc(/C=N/NC(=O)c2cccnc2)ccc1OCC(=O)N1CCOCC1
1.4,-2,105,-1,-8,4,1,-6,-2.6,11,O=C(O)c1cccc2cccnc12
1.0,-5,112,-2,-7,1,0,-4,1.9,-9,Cc1ccc(NC(=O)C(C)N2C(=O)C3C4CC(C(Br)C4Br)C3C2=O)cc1 (centres undefined)
2.7,0,33*,-1,-4,3,3,-3,-1.9,11,CCc1c(-c2ccccc2)nc2nc(C)c(C)nn12
-0.5,2,106,-6,1,-1,-2,4,0.2,-2,CCOc1ccc(N2CC(C(=O)NCCN3C(=O)S/C(=C\c4ccc(OC)c(OC)c4)C3=O)CC2=O)cc1 (centres undefined)
1.7,.,127,6,1,4,0,0,-0.3,1,COc1ccccc1OCC(=O)NCCC1=CCCCC1
1.1,0,102,2,-13,-3,7.0*,1,-0.4,2,O=C(Nc1ccccc1)OCc1cnc(Cl)s1
-0.1,-1,.,11,-6,-4,-1,-4,6.0,-34,CC[C@@]12C(=O)N(c3cccc(Br)c3)C(=O)N1[C@H](c1ccc(F)cc1)[C@@H]1C(=O)N(C3CCCCC3)C(=O)[C@@H]12
-2.8,-4,102,-5,-1,13,-5,5,-1.1,7,COc1cccc(OCCn2cc(/C=N/NC(=O)c3ccncc3)c3ccccc32)c1
-1.0,-6,97,6,-4,11,2,-3,-3.3,14,Cc1ccc(C2C3=C(CCCC3=O)Nc3[nH]c(=S)[nH]c(=O)c32)cc1 (centres undefined)
-0.5,-1,124,6,-3,5,7,-6,-0.9,4,Cc1ccc(NC(=O)N2CCCC2C(=O)NCc2ccc(Cl)cc2)cc1 (centres undefined)
-0.4,0,98,6,-3,21,-1,-4,-2.3,12,CCc1cccc(CC)c1NC(=O)COC(=O)C1(C)CC1(Cl)Cl (centres undefined)
2.9,-4,95,6,-2,9,0,-4,-2.3,13,CC(C)N=C(Nc1cccnc1)c1ccccc1
1.3,2,112,8,-4,-4,0,-13,2.5,-14,Cc1noc(/C=C/N(C)C)c1S(=O)(=O)N1CCCC(C(=O)Nc2ccc3c(c2)OCO3)C1 (centres undefined)
-0.6,-4,114,-2,-6,-6,1,0,-1.0,6,COc1cccc(CNC(=O)N[C@@H](CC(C)C)C(=O)O)c1
